Screens: PubChem BioAssay, National Center for Advancing Translational Sciences (NCATS)
LDHA block = qHTS assay for inhibitors of human lactate dehydrogenase. L-lactate dehydrogenase A chain (Homo sapiens), P00338. AID 1347041, 2019. activity change, % (values are at about 110 or 230 µM). hit rate 0.15% among 480,000. purified LDHA, NADH/diaphorase-resazurin fluorescence; hits give low values; in the data active = activity change below about -30%; inconclusive = mostly about -25% to -30%;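 note: plate controls were DMSO wells for no effect and wells without enzyme for full effect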
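Resorufin fluorescence (ex540/em590), read at 0 and 20 min after diaphorase/resazurin addition, reports the NADH left after a 5 min room-temperature reaction of 2 nM human LDH5 with 0.06 mM NADH and 0.2 mM pyruvate.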
ALOX12 inh = Primary qHTS assay for inhibitors of human arachidonate 12S-lipoxygenase (ALOX12): Round 2. purified 12hLO, xylenol orange hydroperoxide absorbance. Potency, µM (top dose mostly 108 µM), without a hit: at the highest dose activity change, negative = inhibition, most hits filed as inhibitors. hit rate 1.1% among 580,000. AID 1671190, 2021; active = well fitted inhibition curve with a large enough effect; inconclusive = small, poorly fitted or top-dose-only effect, or another doubt; inactive = no such curve, though single readings can be large or run the other way; note: potency is the fitted concentration of half-maximal effect
Target sequence (P18054 whole entry, looked up): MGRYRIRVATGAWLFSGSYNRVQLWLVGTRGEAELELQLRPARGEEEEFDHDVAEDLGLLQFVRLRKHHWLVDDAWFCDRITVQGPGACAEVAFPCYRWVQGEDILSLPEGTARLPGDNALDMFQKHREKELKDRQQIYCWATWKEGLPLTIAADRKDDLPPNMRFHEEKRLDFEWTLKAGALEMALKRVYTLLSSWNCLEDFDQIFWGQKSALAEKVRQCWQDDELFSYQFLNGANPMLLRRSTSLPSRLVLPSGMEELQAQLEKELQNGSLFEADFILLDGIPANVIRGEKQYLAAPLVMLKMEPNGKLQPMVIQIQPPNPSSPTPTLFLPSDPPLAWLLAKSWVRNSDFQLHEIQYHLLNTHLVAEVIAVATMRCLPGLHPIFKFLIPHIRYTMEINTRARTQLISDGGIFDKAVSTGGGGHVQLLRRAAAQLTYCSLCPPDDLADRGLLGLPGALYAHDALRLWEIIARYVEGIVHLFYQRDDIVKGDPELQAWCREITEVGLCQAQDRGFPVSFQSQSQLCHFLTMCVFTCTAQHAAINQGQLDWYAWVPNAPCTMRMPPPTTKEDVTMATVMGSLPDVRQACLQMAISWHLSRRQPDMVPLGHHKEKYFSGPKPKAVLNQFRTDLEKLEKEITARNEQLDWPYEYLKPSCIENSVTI
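Purified human 12hLO (150 nM final) in 25 mM Hepes, 0.01% Triton X-100, pH 7.0 was preincubated 15 min at room temperature with compound. Then 40 uM arachidonic acid was added, 30 min. Hydroperoxide was read by Fe-XO absorbance ratio 573/405 nm.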
Starred values were filed as active, the others as inactive; u = inconclusive; & = joins results of further samples; [ ] = another dose, or the depositor's remark. Unless noted, % is set by controls: 0 for no effect and ±100 for the full control effect. These rows are one share of the data, so the mix of outcomes need not match the whole.

SMILES | LDHA block | ALOX12 inh
Cc1ccccc1C(=O)NCc1coc(-c2cccs2)n1 | 0 | 6%
Cc1cccc(NC(=S)Nc2ccc(S(=O)(=O)Nc3ccccc3)cc2)c1 | -1 | u
O=C(NCC#Cc1cccc(C(F)(F)F)c1)c1ccc(=O)[nH]c1 | 8 | u
CCc1ccc2c(CN(C)CC(=O)N(C)C)cc(=O)oc2c1 | 5 | u
Cc1cccc(C(=O)Oc2cccc(Br)c2)c1C | 4 | -3%
C1CNC(CN2CCOCC2)C1 (stereo unspecified) | 3 | 8.9µM*
O=C(OCc1cnc(-c2ccccc2)s1)c1ccc(S(=O)(=O)N2CCCC2)cc1 | 2 | 33%[activator]
CS(=O)(=O)Cc1ccc(C(=O)NCc2ccc(F)cc2)cc1 | -7 | 2%
OCc1cccc(Nc2nc(-c3ccsc3)nc3ccccc23)c1 | 2 | -16%
CCOC1=C2CN(S(=O)(=O)c3ccc(C)cc3)C(c3ccccc3)CC2N(S(=O)(=O)c2ccccc2Cl)C(c2ccccc2)C1 (stereo unspecified) | -3 | 11%
O=C(NCc1ccc(S(=O)(=O)N2CCOCC2)cc1)c1ccc(SC(F)(F)F)cc1 | -5 | 9%
CN(Cc1ccccc1)C(=O)C1CCC(C(=O)N(C)Cc2ccccc2)CC1 (stereo unspecified) | 1 | -28%
O=C(NCc1cccnc1)c1ccc(-c2ccccc2)cc1 | -2 | 14%
O=C(c1nn(Cc2ccccc2)c(=O)c2ccccc12)N1CCc2ccccc21 | 1 | 10%
O=C1c2ccccc2S(=O)(=O)N1Cc1nc(-c2ccc(F)cc2)cs1 | 5 | u
COC(=O)c1cccc(COC(=O)Cn2cnc3c2c(=O)n(C)c(=O)n3C)c1 | -2 | 5%
CNc1c(NS(=O)(=O)c2ccc(C)c(C)c2)c(=O)oc2ccccc12 | -10 | u
Cc1cccc(N=C2NN=C(c3c[nH]c(C(=O)N4CCCC4)c3)CS2)c1C | 15 | -7%
CC(=O)Nc1ccc(NC(=S)NC(NC(=O)c2cccc(C)c2)C(Cl)(Cl)Cl)cc1 (stereo unspecified) | 0 | u
Cc1ccc(Cl)cc1NC(=O)CN1CCCN(c2ccc(C(F)(F)F)cn2)CC1 | 4 | u

19 entries from above, reformatted.
| SMILES | LDHA block | ALOX12 inh |
| --- | --- | --- |
| Cc1cccc(NC(=S)Nc2ccc(S(=O)(=O)Nc3ccccc3)cc2)c1 | -1 | u |
| O=C(NCC#Cc1cccc(C(F)(F)F)c1)c1ccc(=O)[nH]c1 | 8 | u |
| CCc1ccc2c(CN(C)CC(=O)N(C)C)cc(=O)oc2c1 | 5 | u |
| Cc1cccc(C(=O)Oc2cccc(Br)c2)c1C | 4 | -3% |
| C1CNC(CN2CCOCC2)C1 (stereo unspecified) | 3 | 8.9µM* |
| O=C(OCc1cnc(-c2ccccc2)s1)c1ccc(S(=O)(=O)N2CCCC2)cc1 | 2 | 33%[activator] |
| CS(=O)(=O)Cc1ccc(C(=O)NCc2ccc(F)cc2)cc1 | -7 | 2% |
| OCc1cccc(Nc2nc(-c3ccsc3)nc3ccccc23)c1 | 2 | -16% |
| CCOC1=C2CN(S(=O)(=O)c3ccc(C)cc3)C(c3ccccc3)CC2N(S(=O)(=O)c2ccccc2Cl)C(c2ccccc2)C1 (stereo unspecified) | -3 | 11% |
| O=C(NCc1ccc(S(=O)(=O)N2CCOCC2)cc1)c1ccc(SC(F)(F)F)cc1 | -5 | 9% |
| CN(Cc1ccccc1)C(=O)C1CCC(C(=O)N(C)Cc2ccccc2)CC1 (stereo unspecified) | 1 | -28% |
| O=C(NCc1cccnc1)c1ccc(-c2ccccc2)cc1 | -2 | 14% |
| O=C(c1nn(Cc2ccccc2)c(=O)c2ccccc12)N1CCc2ccccc21 | 1 | 10% |
| O=C1c2ccccc2S(=O)(=O)N1Cc1nc(-c2ccc(F)cc2)cs1 | 5 | u |
| COC(=O)c1cccc(COC(=O)Cn2cnc3c2c(=O)n(C)c(=O)n3C)c1 | -2 | 5% |
| CNc1c(NS(=O)(=O)c2ccc(C)c(C)c2)c(=O)oc2ccccc12 | -10 | u |
| Cc1cccc(N=C2NN=C(c3c[nH]c(C(=O)N4CCCC4)c3)CS2)c1C | 15 | -7% |
| CC(=O)Nc1ccc(NC(=S)NC(NC(=O)c2cccc(C)c2)C(Cl)(Cl)Cl)cc1 (stereo unspecified) | 0 | u |
| Cc1ccc(Cl)cc1NC(=O)CN1CCCN(c2ccc(C(F)(F)F)cn2)CC1 | 4 | u |

Following part:
SMILES | LDHA block | ALOX12 inh
O=C(CCc1nc2ccccc2s1)NC1CC1 | 15 | 5%
O=C(c1cc2cc(Br)ccc2o1)c1ccccc1F | 12 | u
O=C(CCC1CCCC1)N1CCN(C(=O)c2cc(=O)c3ccccc3o2)CC1 | -3 | u
COc1ccc(-c2nc(NCCN3CCCCC3C)c3ccccc3n2)cc1 (stereo unspecified) | 4 | -3%
CCC(=O)Nc1nonc1-c1ccc(Cl)cc1 | -4 | 12%
Cc1cc(C)cc(NC(=O)c2cc3ccccc3oc2=O)c1 | 13 | 12%
Cc1ccc(CNC(=O)c2ccccc2NC(=O)CSc2nc(C)cs2)cc1 | 0 | u
CC(C)CCCC(C)NC(=O)Cn1nc(N2CCN(c3ccccc3)CC2)ccc1=O (stereo unspecified) | 3 | 27%
CCc1ccc(OC(=O)/C=C/c2ccccc2)cc1 | 6 | u
CC(=O)c1ccc(N2CCN(C(=O)CCc3ncc(-c4c(F)cccc4F)o3)CC2)cc1 | 0 | 24%
Cc1ccc(S(=O)(=O)Nc2nc3ccccc3nc2Nc2ccc(F)cc2)cc1 | 6 | 6%
CCc1ccc(C(C)NC(=O)Cn2cnc(C#N)n2)cc1 (stereo unspecified) | -1 | 12%
O=C(/C=C/c1ccc2c(c1)OCCCO2)c1ccccc1OCc1ccccc1 | 0 | 8%
CC(=O)Nc1ccc(SCC(=O)c2ccccc2)cc1 | -6 | u
C#CCN1CCN(CC#N)CC12CCOC(C)(C)C2 (stereo unspecified) | 0 | u
CC(=O)c1ccc(NC(=O)Cn2nc(-c3ccccc3)cc(NC(=O)C(C)C)c2=O)cc1 | 4 | u
CCCCc1nn2c(=O)cc(CN3CCN(c4ncccn4)CC3)nc2s1 | 1 | -3%
CCC(CC)C(=O)Nc1ccc(F)cc1 | -19 | -19%
CC(CCc1ccccc1)NC(=O)c1cccnc1Cl (stereo unspecified) | 4 | -30%
COc1ccc(C(=O)COC(=O)c2cc(Cl)ccc2Cl)c(OC)c1 | -1 | u
CNC(=O)C(C#N)(Cc1cccc2ccccc12)Cc1cccc2ccccc12 | 5 | u
CC(C)CCC(=O)Nc1cccc(S(=O)(=O)NC(C)(C)C)c1 | 0 | u
COc1cc(/C=C/C(=O)c2ccccc2C)cc(OC)c1OC(F)F | -13 | 2%
O=C(CSc1nccn1-c1ccccc1)c1cc(F)ccc1F | 13 | -7%
Cc1oc(-c2nc(C#N)c(NCCCN(C)C)o2)cc1S(=O)(=O)N1CCCCCC1 | -18 | 18%
O=C1/C(=C/c2cccc(F)c2)CSc2c(F)cccc21 | 0 | -12%
O=C(Nc1cccc(N2CCCC2=O)c1)c1nn(-c2ccccc2)c(=O)c2ccccc12 | 2 | -17%
CC(C)CSc1nc2c(c(=O)n(C)c(=O)n2C)n1C/C=C/c1ccccc1 | 1 | 23%
CC(C)c1ccc(CNCCN2CCCC2)cc1 | 8 | u
COc1ccc(C(=O)c2ccccc2)c(OS(=O)(=O)c2ccc3oc(=O)ccc3c2)c1 | 0 | -6%
O=C(CCCc1cccs1)NC1CC1 | -5 | u
C/C(=N/Nc1cccc([N+](=O)[O-])c1)c1ccccn1 | -7 | -45%
Cc1ccc(Cl)cc1S(=O)(=O)N(C)Cc1nc2ccccc2[nH]1 | -11 | 8%
O=C(NC(Cc1cccc(F)c1)c1cccc(F)c1)C1CCOCC1 (stereo unspecified) | 0 | 8%
CCOc1cc(/C=C2/NC(=O)NC2=O)cc(Cl)c1OCc1ccccc1F | -13 | u
O=S(=O)(Nc1nc2ccccc2nc1Nc1ccc(Br)cc1)c1cccs1 | -1 | -66%
CCCCC(=O)N1CCN(c2nc3c(OC)ccc(C)c3s2)CC1 | 10 | -5%
O=C(c1cc2c(c(-c3cccc(-c4ccncc4)c3)n1)[C@@H](CCO)N(C(=O)c1ccc3c(c1)OCO3)C2)N1CCOCC1 | 3 | u
O=C(COC(=O)c1ccc2c(c1)NC(=O)CS2)Nc1cccc(Cl)c1 | 8 | u
CC1CCc2c(sc3nnn(CC(=O)OC4CCCC4)c(=O)c23)C1 (stereo unspecified) | 8 | u
O=C(Nc1ccc(C(=O)N(Cc2ccccc2)C2CC2)cc1)c1cccs1 | 10 | 10%
CNC(=O)c1nn(CN2CCN(Cc3ccc(OC)cc3)CC2)c(=O)c2ccccc12 | -4 | 11%
O=C(O)COc1ccc2c(=O)c(-c3ccccc3)coc2c1 | -15 | u
C=C(C)Cn1c(N2CCN(Cc3cccc(Cl)c3)CC2)nc2c1c(=O)[nH]c(=O)n2C | -3 | -53%
CCOc1cc(C(=O)Nc2ccc(N3CCN(C)CC3)cc2)cc(OCC)c1OCC | -6 | 0%
CCCCNC(=O)C[C@@H]1C[C@@]2(C(=O)OC)CCCCC=C2N(Cc2ccco2)C1=O | 2 | -5%
CCOC(=O)N1CCN(c2ccc(C(=O)O)cc2NS(=O)(=O)c2ccc(OC)c(Cl)c2)CC1 | 0 | u
N#Cc1ccc(S(=O)(=O)N2CCCCC2C(=O)N2CCCC2)cc1 (stereo unspecified) | 2 | u
Cc1cc(C)c2c(=O)cc(C(=O)Nc3ccc(S(N)(=O)=O)cc3)oc2c1 | -5 | u
COc1ccccc1C1=NOC(C(=O)NCc2ccccc2)C1 (stereo unspecified) | 3 | -3%
NNc1ccncc1 | 2 | u
CCCn1nc(C(=O)Nc2cc(S(=O)(=O)N(C)C)ccc2OC)c2ccccc2c1=O | -1 | -13%
O=C(CSc1nccn2nc(-c3cccc4ccccc34)cc12)NCc1ccco1 | 6 | u
CCn1cnnc1-c1cccc(NC(=O)c2ccc(Br)cc2)c1 | -15 | 24%
CCc1ccc2c(c1)-c1ccccc1S(=O)(=O)N2CC(=O)Nc1c(C)cccc1C | 11 | u
COc1ccccc1N1CCN(C(=O)Cn2c(=O)[nH]c3ccccc3c2=O)CC1 | -5 | -16%
CC(C)(C)C1CCCCC1NC(=O)c1ccc(Cl)nc1 (stereo unspecified) | 15 | 9%
COc1cc(CNC(=O)N2CCN(Cc3ccc(Br)s3)CC2)cc(OC)c1OC | -6 | -11%
N#CCN(CC#N)C(=O)c1ccc2c(c1)OCCCO2 | 0 | u
Cc1cc(C)c2nc(-c3cccnc3)cc(C(=O)O)c2c1 | -3&-3 | 13%&-2%

Further records:
SMILES | LDHA block | ALOX12 inh
COC(=O)c1cc(NC(=O)C(CC(C)C)NC(=O)c2ccccc2C)cc(C(=O)OC)c1 (stereo unspecified) | 10 | -7%
Cc1ccc2[nH]cc(CCNC(=O)c3cccc(F)c3)c2c1 | 5 | -5%
COCCNC(=O)c1cc2c(Br)ccc(Br)c2nc1N | -3 | -30%
Cn1cc(C(=O)N2CCCN(S(=O)(=O)c3ccc(F)cc3)CC2)cn1 | -4 | -11%
CN(Cc1cnn(C)c1)C(=O)C1CC(=O)N(c2cccc(Cl)c2)C1 (stereo unspecified) | 0 | -16%
C#Cc1cccc(NCc2c(F)c(F)c(F)c(F)c2F)c1 | -4 | -42%
C/C=C/c1cccc(-c2nc(C(=O)N3CCN(C)CC3)cc3c2[C@@H](CCO)N(C(=O)NC(C)C)C3)c1 | -1 | u
CC(C)CC(=O)N1CCC(NC(=O)Cc2c[nH]c3ccccc23)CC1 | -9 | 18%
COc1ccc2c(C)c(CC(=O)NCCCn3ccnc3)c(=O)oc2c1C | -12 | 13%
COC(=O)[C@@]1(Cc2ccc(F)cc2)[C@H]2c3cc(C(=O)N(C)C)n(CCc4c[nH]c5ccc(OC)cc45)c3C[C@H]2CN1C(=O)c1ccccc1 | 0 | u
CC(C)c1ccccc1NC(=O)c1ccc2c(c1)CCC2 | 2 | 15%
COc1ccccc1OCCn1cc(C(=O)C2CC2)c2ccccc21 | 8 | u
CCN(CC)S(=O)(=O)c1ccc(N2CCCC2)c(NS(=O)(=O)c2ccc3ccccc3c2)c1 | 10 | -35%
Cc1ccc2c(C)c(CCC(=O)Nc3cc(F)cc(F)c3)c(=O)oc2c1 | 4 | 8%
Cc1ccc(NC(C)c2nc3scc(-c4ccco4)c3c(=O)[nH]2)cc1C (stereo unspecified) | -3 | u
Cc1cc(C)n(-c2ccc(C(=O)OCC(=O)NC3CCC(C)CC3)cc2)n1 (stereo unspecified) | -3 | -1%
CN(C)c1ccc(Nc2cccc3nccnc23)cc1 | 12 | u
O=c1oc2ccccc2cc1S(=O)(=O)c1cccc(Cl)c1 | -2 | -19%
Cn1nc(C(=O)Nc2ccc(F)cc2)c2ccccc2c1=O | 0 | 10%
O=C(COc1ccc(Cl)cc1)NCCc1csc(-c2cccnc2)n1 | 4 | 5%
COc1ccc(C(=O)Oc2cc(C)ccc2C(C)C)cc1Br | 3 | -28%
O=C(CCc1c[nH]c2ccccc12)OCc1ccccc1 | 2 | -26%
CCN(CC)S(=O)(=O)c1cc(NC(=O)c2n[nH]c3ccccc23)ccc1C | u | u
CCOc1ccccc1NC(=O)NC(c1ccccc1)c1nnc(-c2ccc(Cl)cc2)o1 (stereo unspecified) | -7 | 1%
